MOR-DOR ag: agonists of human mu-delta opioid receptor heterodimerization; cells, OPRM1-OPRD1 heterodimerization, luminescence; activation, % at 9.3 µM; actives 0.3% (n = 340,000); in the data active = activation above about 18%;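 also: 0% = vehicle-treated cells and 100% = reference agonist; values of inactives mirror those of a sister screen read the other way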
OPRM1-OPRD1 inv: inverse agonist of human OPRM1-OPRD1 heterodimerization. P35372+P41143. cell-based MOR-DOR heterodimer luminescence, inverse agonism. inhibition, % at 9.3 µM. actives 0.21% (n = 340,000); in the data active = inhibition above about 22%, passing the limit was not always enough;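 also: 0% = cells with DMSO and 100% = wells without cells with DMSO; values of inactives mirror those of a sister screen read the other way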
HTR5A inv ag: HTR5A inverse agonism, opioid heterodimer counter-screen; P47898; HTR5A cell line, luminescence; inhibition, % at 9.3 µM; actives 0.083% (n = 340,000); in the data active = inhibition mostly above about 23%, no sharp cut-off; inactive = mostly below about 18%;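 also: 0% = cells with DMSO and 100% = no-cell wells with DMSO; some compounds called inactive have numbers as strong as hits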
Target sequence (P47898 whole entry, looked up): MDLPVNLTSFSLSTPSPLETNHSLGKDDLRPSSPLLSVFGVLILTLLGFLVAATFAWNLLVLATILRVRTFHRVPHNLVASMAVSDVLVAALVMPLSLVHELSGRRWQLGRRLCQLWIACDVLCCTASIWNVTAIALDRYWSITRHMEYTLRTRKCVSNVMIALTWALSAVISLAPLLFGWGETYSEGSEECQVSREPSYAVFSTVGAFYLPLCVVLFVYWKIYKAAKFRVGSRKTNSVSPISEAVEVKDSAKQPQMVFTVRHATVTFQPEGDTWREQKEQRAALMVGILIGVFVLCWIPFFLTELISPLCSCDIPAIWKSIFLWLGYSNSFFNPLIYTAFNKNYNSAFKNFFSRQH
RTF Ca sens act: increases calcium sensitivity of human cardiac regulated thin filaments | actives 0.24% (n = 340,000) | IANBD-labeled TnC RTF fluorescence at EC20 calcium; 0% EC20 calcium, 100% full calcium | activation, % at 7.2 µM | AID 493008 | P19429+P45379;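 active = activation above the mean over all tested compounds plus 3 SD, cut at about 30% in these data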;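 also: rise in fluorescence read as greater calcium sensitivity of cardiac thin filaments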
HTR5A ag: counter-screen for OPRM1-OPRD1 agonists: human HTR5A agonism | P47898 | activation, % at 9.3 µM | actives 0.61% (n = 340,000) | AID 504692 | HTR5A agonist assay, luminescence, cell-based; in the data active = activation mostly above about 9.5%, no sharp cut-off; inactive = mostly below about 7.6%;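 also: 0% = cells with vehicle only and 100% = reference agonist; strong numbers were not always called active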
RTF Ca sens inh: cardiac RTF calcium desensitization | IANBD-labeled cardiac RTF, Ca2+ fluorescence | actives 0.12% (n = 340,000) | inhibition, % at 7.15 µM | P19429+P45379;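 active = inhibition above the mean inhibition of all tested compounds plus 3 SD, cut at about 17% in these data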;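 also: assay run at fixed EC70 calcium of 1.6 mM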
C-LANA FP: blocks KSHV LANA C-terminal domain binding to DNA; MBP-C-LANA/FAM-LBS DNA binding, fluorescence polarization; inhibition, % at 9 µM; actives 0.078% (n = 340,000);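 active = highest replicate inhibition at or above 60% at 9 µM, even if other replicates fall short; inactive = all replicates below 60% inhibition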;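 also: 0% = neutral control wells and 100% = 4 µM acridine orange control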
CAL-PDZ inh HTS: blocks peptide binding to the human CAL PDZ domain. inhibition, % at 24.9 µM. purified CAL PDZ, TMR-peptide fluorescence polarization, 1 h. Q9HD26. AID 602252. actives 0.92% (n = 300,000);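 active = mean inhibition of at least 30% with at least half of replicates also reaching 30%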;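 also: 0% = DMSO neutral control and 100% = excess unlabeled competitor peptide PRC23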
Keap1 Nrf2 FP: disrupts human Keap1 binding to Nrf2 peptide; Q14145; Keap1 Kelch-Nrf2 peptide fluorescence polarization, 1536-well; inhibition, % at 9.4 µM; actives 0.15% (n = 340,000); in the data active = inhibition above about 12%;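 also: human Keap1 Kelch domain with fluorescein labeled Nrf2 9mer peptide probe; 0% = neutral control wells and 100% = peptide positive control; higher means more block of Keap1 binding to Nrf2 peptide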
Target sequence (Q14145 whole entry, looked up, the tested form may be a part): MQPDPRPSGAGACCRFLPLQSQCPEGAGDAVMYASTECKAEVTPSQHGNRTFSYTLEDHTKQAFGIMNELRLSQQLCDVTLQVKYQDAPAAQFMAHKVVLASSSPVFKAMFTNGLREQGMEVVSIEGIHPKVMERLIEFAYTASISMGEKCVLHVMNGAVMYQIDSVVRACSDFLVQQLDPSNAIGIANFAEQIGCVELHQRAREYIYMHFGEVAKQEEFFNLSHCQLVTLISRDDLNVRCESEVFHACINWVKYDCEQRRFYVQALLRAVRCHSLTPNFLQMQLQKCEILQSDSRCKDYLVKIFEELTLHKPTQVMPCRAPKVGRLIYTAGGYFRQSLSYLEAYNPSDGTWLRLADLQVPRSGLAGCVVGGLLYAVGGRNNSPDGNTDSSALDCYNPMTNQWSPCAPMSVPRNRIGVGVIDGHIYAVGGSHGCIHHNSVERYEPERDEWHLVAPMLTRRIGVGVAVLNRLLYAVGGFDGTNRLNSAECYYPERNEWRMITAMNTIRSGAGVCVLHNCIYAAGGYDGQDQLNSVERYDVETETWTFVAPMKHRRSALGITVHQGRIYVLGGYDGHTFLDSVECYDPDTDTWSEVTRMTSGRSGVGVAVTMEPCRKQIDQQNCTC
V-ATPase pH: regulators of yeast V-ATPase proton transport | S. cerevisiae, pHLuorin cytosolic pH fluorescence | response, % at 10 µM | actives 0.37% (n = 350,000); in the data active = response mostly above about 7.3%, no sharp cut-off; inactive = mostly below about 5.4%; also: actives read high; inactives centre near 0; some compounds called inactive have numbers as strong as hits; reference of the scale not given here
Starred values were filed as active, the others as inactive; nt = no result given. The order is random. Share with any hit: about 2.8%.

[1] CN(C)CCCN(C(=O)c1ccc(S(=O)(=O)N2CCOCC2)cc1)c1nc2ccc(F)cc2s1
[2] CSc1nc(C)cc(Oc2ccc(OCCOc3ccccc3)nn2)n1
[3] COc1ccc(-c2c(-c3cc(OC)cc(OC)c3)n(C)c3ccc(-c4cnc(N)nc4)cc23)cc1
[4] O=C(CSc1nc2ccc(Cl)cc2[nH]1)c1c[nH]c2ccccc12
[5] O=C(NCc1ccc(Cl)cc1)c1ccccc1Oc1ccccc1
[6] CS/C(=N\S(=O)(=O)c1cccs1)Nc1ccc(Cl)cc1
[7] CCOc1ccc(NC(=O)CN2CCc3ccccc3C2)cc1
[8] CCOc1ccccc1NC(=O)CN1CCc2ccccc2C1
[9] COc1ccc(N2CCN(CC(O)COC(c3ccccc3)c3ccccc3)CC2)cc1 (configuration not stated)
[10] O=C(CSc1ncn[nH]1)Nc1ccc(Cl)c(S(=O)(=O)N2CCOCC2)c1

entry no. | 1 | 2 | 3 | 4 | 5 | 6 | 7 | 8 | 9 | 10
MOR-DOR ag | -1.9 | -0.8 | -2.2 | 2.0 | 6.0 | 0.9 | -0.8 | 2.4 | 3.2 | -1.5
OPRM1-OPRD1 inv | 11 | 5 | 12 | -10 | -32 | -4 | 4 | -12 | -17 | 7
HTR5A inv ag | -26 | 4 | 3 | 1 | 9 | -21 | -13 | -10 | 17 | -5
RTF Ca sens act | -2 | 3 | 2 | 3 | 8 | 5 | -5 | -2 | -7 | 5
HTR5A ag | 7 | 3 | 3 | 8 | -2 | 1 | 4 | 3 | 6 | 0
RTF Ca sens inh | -9 | -6 | 0 | -5 | -9 | 7 | -7 | 4 | -25 | -5
C-LANA FP | -0.4 | 1.9 | 2.6 | -0.8 | 0.2 | -0.3 | 3.0 | 1.1 | -2.2 | -2.0
CAL-PDZ inh HTS | 0 | -9 | -4 | nt | 0 | -3 | 0 | 0 | 0 | 0
Keap1 Nrf2 FP | 2 | -8 | 1 | -6 | 0 | -3 | -2 | 0 | 1 | -3
V-ATPase pH | -1 | -2 | -2 | 2 | 3 | -1 | 2 | 0 | 0 | -1

[11] CCC(C)c1ccccc1N1CC(C(=O)Nc2ccccc2N2CCCC2)CC1=O (configuration not stated)
[12] COc1cc(C(=O)Nc2nc(-c3ccc(F)cc3)cs2)ccc1OCC(=O)N1CCOCC1
[13] Cc1cccc(Nc2nc(N)c([N+](=O)[O-])c(N3CC(C)CC(C)C3)n2)c1 (configuration not stated)
[14] CCOC(=O)N1CCN(c2nc(C)cc(C(F)(F)F)n2)CC1
[15] COc1ccc(C)cc1NC(=O)CN(C)S(=O)(=O)c1cccs1
[16] Cc1ccc(NC(=O)Nc2nnc(Cc3ccc([N+](=O)[O-])cc3)s2)cc1
[17] CC1=NN(c2ccc(C)cc2C)C(=O)C1C(c1cccc(O)c1)C1C(=O)N(c2ccc(C)cc2C)N=C1C (configuration not stated)
[18] CN1CCN(S(=O)(=O)c2ccc(NC(=O)c3ccc(F)cc3)cc2)CC1
[19] NC(=O)c1ccc(NC(=O)c2ccc(COc3ccccc3Br)cc2)cc1
[20] O=C(NC(Cc1ccccc1)C(=O)O)/C(=C/c1ccccc1)NC(=O)c1ccco1 (configuration not stated)

entry no. | 11 | 12 | 13 | 14 | 15 | 16 | 17 | 18 | 19 | 20
MOR-DOR ag | 0.3 | 1.2 | 1.5 | -2.7 | -3.3 | 0.5 | -2.5 | 0.3 | -0.1 | -0.9
OPRM1-OPRD1 inv | -2 | -8 | -10 | 16 | 14 | -2 | 14 | -2 | 1 | 5
HTR5A inv ag | 0 | -10 | -2 | -1 | -19 | 1 | 9 | 11 | -6 | -6
RTF Ca sens act | -2 | -6 | -3 | -7 | -1 | -12 | -4 | 8 | 1 | -1
HTR5A ag | 0 | 5 | 1 | 4 | 3 | 3 | 1 | -3 | 2 | 2
RTF Ca sens inh | -8 | 8 | 5 | -14 | -4 | -6 | -6 | 7 | 10 | -7
C-LANA FP | 1.4 | 1.4 | -1.1 | 0.3 | -2.3 | -1.0 | 0.9 | -1.1 | 8.0 | 0.4
CAL-PDZ inh HTS | -1 | -3 | 3 | -8 | 3 | -1 | -3 | -4 | -4 | 63*
Keap1 Nrf2 FP | -2 | 0 | -2 | -2 | 2 | -6 | -5 | -4 | -5 | -3
V-ATPase pH | 6 | -1 | 5 | -2 | -7 | -11 | 4 | -1 | 1 | 2

[21] Cc1ccc(C)c(S(=O)(=O)N2CCN(CC(=O)Nc3ccc4c(c3)OCCO4)CC2)c1
[22] CO/N=C(\CCC(=O)O)c1cccs1
[23] COc1ccc(NC(=O)/C(C#N)=C/c2ccc(-c3ccccc3C(=O)O)o2)cc1
[24] O=C(c1ccco1)N1CCN(S(=O)(=O)c2ccc(Oc3ccccc3)cc2)CC1
[25] Cc1cc(Cl)ccc1OCCCC(=O)NO
[26] CC(=O)c1cc(C#N)c(SCC(=O)Nc2nccs2)nc1C
[27] Cc1cccc(NC(=O)CCCN=C2NS(=O)(=O)c3ccccc32)c1C
[28] O=C(O)c1ccc(-c2nc3ccccc3s2)o1
[29] COc1cccc(/C=N/N2CCN(Cc3ccccc3)CC2)c1O
[30] O=C(Nc1ccc(S(=O)(=O)Nc2cnc3ccccc3n2)cc1)c1ccc(Cl)c([N+](=O)[O-])c1

entry no. | 21 | 22 | 23 | 24 | 25 | 26 | 27 | 28 | 29 | 30
MOR-DOR ag | -3.9 | -4.1 | -4.6 | 0.5 | -0.1 | -1.3 | -2.5 | -2.5 | -0.8 | -0.5
OPRM1-OPRD1 inv | 19 | 21 | 22 | -3 | 0 | 7 | 10 | 13 | 4 | 2
HTR5A inv ag | 20 | -72 | 14 | 0 | -10 | 2 | 7 | -9 | 1 | 14
RTF Ca sens act | -1 | -4 | -3 | -3 | 5 | 7 | -4 | 3 | -2 | 1
HTR5A ag | -8 | 4 | -4 | 6 | 4 | -5 | -3 | 4 | 0 | 3
RTF Ca sens inh | 1 | 1 | -2 | -5 | -11 | 5 | 4 | -8 | -10 | -3
C-LANA FP | 2.5 | -1.0 | -0.7 | 1.0 | -1.5 | 1.4 | 0.7 | -0.6 | -1.4 | 4.0
CAL-PDZ inh HTS | nt | 1 | -3 | -2 | 1 | nt | 8 | -4 | -3 | 1
Keap1 Nrf2 FP | 6 | -1 | 1 | 0 | 0 | -5 | -3 | -6 | 3 | -3
V-ATPase pH | 0 | 3 | -2 | -1 | -1 | 1 | -5 | -1 | -3 | 1

[31] C=CCSc1nc2ccccc2c(=O)n1C1CCOC(C)(C)C1 (configuration not stated)
[32] Cc1ccc(C(=O)N/C(=C\c2cn(C)c3ccccc23)C(=O)NCCN2CCOCC2)cc1
[33] C=CCn1c2ccccc2c2nnc(SCCN3CCOCC3)nc21
[34] C=CCNc1nc(N)c(C(=C(C#N)C#N)c2ccccc2)s1
[35] CCOc1cc(C(=O)Nc2ccc(S(=O)(=O)N3CCCCC3)cc2)ccc1OCC(=O)N1CCOCC1
[36] COc1ccc(OC)c(NC(=O)COC(=O)Cc2ccc(Br)cc2)c1
[37] CCOc1ccc(CCNC(=O)COC(=O)CCc2cc(OC)c(OC)c(OC)c2)cc1OCC
[38] CC(C)(C)OC(=O)COc1ccc(/C=N/NC(=O)CN2CCCCC2)cc1
[39] CC(=O)c1c(C)[nH]c(C(=O)NCc2ccccc2)c1C
[40] CCOc1ccccc1Nc1ccnc2cc(Cl)ccc12

entry no. | 31 | 32 | 33 | 34 | 35 | 36 | 37 | 38 | 39 | 40
MOR-DOR ag | 9.9 | -1.3 | -2.2 | 1.5 | -2.7 | -0.4 | -2.6 | -1.7 | -2.2 | 3.3
OPRM1-OPRD1 inv | -53 | 7 | 11 | -7 | 15 | 2 | 14 | 8 | 13 | -17
HTR5A inv ag | -6 | -28 | -11 | -34 | 8 | 8 | -9 | 2 | -9 | 2
RTF Ca sens act | -3 | -2 | 0 | -4 | 4 | 5 | 2 | 3 | 2 | -4
HTR5A ag | 2 | -5 | 4 | 1 | -3 | 2 | 3 | 0 | -2 | -1
RTF Ca sens inh | -6 | -6 | -4 | -2 | -10 | -4 | -6 | 2 | 4 | -5
C-LANA FP | 1.1 | 0.3 | 0.2 | -0.6 | -0.4 | 0.0 | 1.4 | 0.8 | -0.7 | -0.7
CAL-PDZ inh HTS | -6 | 2 | -4 | -5 | -43 | -2 | -1 | -5 | -3 | -4
Keap1 Nrf2 FP | -8 | -7 | 2 | -3 | 0 | -1 | -2 | 0 | -1 | -6
V-ATPase pH | 4 | -3 | 0 | 2 | -3 | -1 | 4 | 0 | -3 | -1

[41] COc1ccc2oc(C(=O)NCc3cc(OC)c(OC)cc3OC)c(C)c2c1
[42] COc1c(Cl)cc(Cl)cc1CNCCNCCO
[43] CC(C)(C)Cc1nnc(NS(=O)(=O)c2ccccc2)s1
[44] C(=N\c1nc2ccccc2n1CCN1CCOCC1)/c1cccs1
[45] C[C@H](CO)N1C[C@H](C)[C@@H](CN(C)C(=O)Nc2ccc3c(c2)OCO3)Oc2c(NS(=O)(=O)c3cn(C)cn3)cccc2C1=O
[46] COc1ccc(C(=O)Nc2ccc(Nc3ccccc3)cc2)cc1OC
[47] Cc1ccc(CNC(=O)COC(=O)c2cccc(S(=O)(=O)N3CCCCC3)c2)cc1
[48] CCc1nnc(N/N=C/c2c(Cl)cccc2Cl)n1N
[49] COC(=O)c1cc2ccc(OC)cc2c2cc(OC)c(OC)cc12
[50] O=C(CCNS(=O)(=O)c1ccc(Br)cc1)NCCCSc1ccccc1

entry no. | 41 | 42 | 43 | 44 | 45 | 46 | 47 | 48 | 49 | 50
MOR-DOR ag | -2.1 | 0.0 | -0.5 | nt | -2.5 | -1.9 | 3.1 | 0.5 | 0.1 | 2.6
OPRM1-OPRD1 inv | 11 | 0 | 3 | nt | 14 | 10 | -13 | -3 | -1 | -10
HTR5A inv ag | -7 | 12 | 23 | nt | -12 | -14 | 19 | -30 | -26 | 22
RTF Ca sens act | -5 | -3 | 0 | 16 | 0 | 0 | -3 | 0 | -2 | -7
HTR5A ag | 0 | -5 | 1 | nt | 2 | 5 | -8 | 0 | 7 | -3
RTF Ca sens inh | 0 | -24 | 8 | -4 | 3 | 1 | -2 | 0 | 2 | -3
C-LANA FP | -0.3 | 1.1 | 0.9 | -0.8 | -2.0 | -1.4 | 0.3 | 2.1 | -0.6 | 0.1
CAL-PDZ inh HTS | -11 | -5 | -2 | -4 | 3 | -5 | 1 | 2 | 0 | -5
Keap1 Nrf2 FP | -2 | 0 | 2 | 3 | -1 | 0 | -5 | -2 | -9 | -2
V-ATPase pH | -5 | 3 | 1 | -1 | -5 | 9 | 0 | 2 | 2 | -3

By substructure: the entries above containing a tert-butyl group.
[38] CC(C)(C)OC(=O)COc1ccc(/C=N/NC(=O)CN2CCCCC2)cc1
[43] CC(C)(C)Cc1nnc(NS(=O)(=O)c2ccccc2)s1

entry no. | 38 | 43
MOR-DOR ag | -1.7 | -0.5
OPRM1-OPRD1 inv | 8 | 3
HTR5A inv ag | 2 | 23
RTF Ca sens act | 3 | 0
HTR5A ag | 0 | 1
RTF Ca sens inh | 2 | 8
C-LANA FP | 0.8 | 0.9
CAL-PDZ inh HTS | -5 | -2
Keap1 Nrf2 FP | 0 | 2
V-ATPase pH | 0 | 1
